OPRM1-OPRD1 inv = inverse agonists of MOR-DOR heterodimerization, primary screen, cell-based, luminescence; cell-based MOR-DOR heterodimer luminescence, inverse agonism; inhibition, % at 9.3 µM; 0.21% of 340,000 active; in the data active means inhibition above about 22%, passing the limit was not always enough;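 further: 0% = cells with DMSO and 100% = wells without cells with DMSO; values of inactives mirror those of a sister screen read the other way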
Pemphigus Ab inh = inhibitors of pemphigus antibody binding to DSG3, primary screen, biochemical, bead-based, flow cytometry, scFv-GFP; DSG3-coupled beads, scFv-anti-DSG3-GFP binding; hits give low values; binding (percent of control), % at 10 µM; 0.48% of 310,000 active;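 active means binding more than 3 SD below its plate's average and above zero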;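 further: hits lower antibody fragment binding to DSG3; some compounds called inactive have numbers as strong as hits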
PKA-R2B activ = activators of PKA-R2B holoenzyme, primary screen, biochemical, fluorescence polarization, Cy5-IP20, human; cAMP-dependent protein kinase catalytic subunit beta (Homo sapiens) + cAMP-dependent …; PKA-R2B holoenzyme dissociation; R2B truncated from residue 108, S112A mutant; 0% DMSO only, 100% 113 µM cGMP; activation, % at 11.4 µM; 0.079% of 340,000 active; AID 504700, 2011;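 active means activation above a cutoff set at the mean over all compounds plus 3 SD, cut at about 18% in these data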;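 further: higher means more holoenzyme dissociation and a rise in polarization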
Target sequence (P31323 whole entry, looked up, other chains not shown, the tested form may be a part): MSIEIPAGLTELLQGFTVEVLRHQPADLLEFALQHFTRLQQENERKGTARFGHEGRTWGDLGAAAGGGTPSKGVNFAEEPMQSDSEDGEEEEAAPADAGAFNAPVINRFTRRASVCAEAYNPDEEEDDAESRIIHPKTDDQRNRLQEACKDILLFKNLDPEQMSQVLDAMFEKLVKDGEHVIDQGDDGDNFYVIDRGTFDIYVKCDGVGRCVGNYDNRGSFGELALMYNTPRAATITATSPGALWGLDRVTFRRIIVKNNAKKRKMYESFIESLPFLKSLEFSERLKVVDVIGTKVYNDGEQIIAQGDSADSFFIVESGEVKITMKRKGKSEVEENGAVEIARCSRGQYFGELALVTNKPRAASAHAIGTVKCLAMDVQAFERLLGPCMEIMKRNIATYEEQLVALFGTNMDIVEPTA
DAGLB inh = DAGLB lipase inhibitors, primary screen, biochemical, fluorescence, HTS. AID 504411, 2011. inhibition, % at 5.17 µM. Diacylglycerol lipase-beta (Homo sapiens), Q8NCG7. 0.059% of 340,000 active. HEK293T DAGLB membrane lysate, EnzChek fluorogenic substrate; in the data active means inhibition above about 34%;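 further: 0% = enzyme with vehicle and 100% = wells lacking enzyme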
V-ATPase pHluor = regulators of yeast V-ATPase proton pumping, primary screen, pHLuorin cytosolic pH fluorescence; S. cerevisiae; response, % at 10 µM; 0.37% of 350,000 active; AID 504577, 2011; in the data active means response mostly above about 7.3%, no sharp cut-off; inactive means mostly below about 5.4%; further: actives read high; inactives centre near 0; some compounds called inactive have numbers as strong as hits; reference of the scale not given here
Arrestin-AP2 inh = inhibitors of beta-arrestin/AP2 binding, primary screen, biochemical, GPCR trafficking, flow cytometry; 0.31% of 340,000 active; beta-arrestin 1 C-terminal peptide binding to AP2 beta2-adaptin appendage (human); FITC-arrestin peptide / GST-AP2 beads; AP2 beta2 appendage carries R879A mutation; inhibition, % at 10 µM; AID 504490, 2011;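 active means inhibition above a set limit, near 3 SD of compounds lacking own fluorescence, cut at about 54% in these data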;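 further: plate controls were DMSO wells for no effect and 5 µM unlabelled arrestin peptide for full effect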
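System: GST-AP2 R879A glutathione beads. Medium: PBS with 0.05% Tween 20 and 0.1% BSA. Also added: FITC-arrestin peptide, 50 nM. Incubation: 12 min plus 1 h, RT. Measured by: high-throughput flow cytometry of beads, ex 488, em 535 nm. Evaluation: percent drop in bead-associated FITC signal.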
MOR-DOR ag = agonists of OPRM1-OPRD1 heterodimerization, primary screen, cell-based, luminescence. Mu-type opioid receptor (Homo sapiens) + Delta-type opioid receptor (Homo sapiens), …. cells. activation, % at 9.3 µM. 0.3% of 340,000 active. AID 504326, 2011; in the data active means activation above about 18%;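 further: 0% = vehicle-treated cells and 100% = reference agonist; values of inactives mirror those of a sister screen read the other way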
HTR5A ag = HTR5A agonists in luminescence cell assay, primary screen, counter-screen for OPRM1-OPRD1 heterodimer agonist project, full-deck HTS; 5-hydroxytryptamine receptor 5A (Homo sapiens), P47898; cell-based; activation, % at 9.3 µM; 0.61% of 340,000 active; AID 504692, 2011; in the data active means activation mostly above about 9.5%, no sharp cut-off; inactive means mostly below about 7.6%;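 further: 0% = cells with vehicle only and 100% = reference agonist; strong numbers were not always called active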
Target sequence (P47898 whole entry, looked up): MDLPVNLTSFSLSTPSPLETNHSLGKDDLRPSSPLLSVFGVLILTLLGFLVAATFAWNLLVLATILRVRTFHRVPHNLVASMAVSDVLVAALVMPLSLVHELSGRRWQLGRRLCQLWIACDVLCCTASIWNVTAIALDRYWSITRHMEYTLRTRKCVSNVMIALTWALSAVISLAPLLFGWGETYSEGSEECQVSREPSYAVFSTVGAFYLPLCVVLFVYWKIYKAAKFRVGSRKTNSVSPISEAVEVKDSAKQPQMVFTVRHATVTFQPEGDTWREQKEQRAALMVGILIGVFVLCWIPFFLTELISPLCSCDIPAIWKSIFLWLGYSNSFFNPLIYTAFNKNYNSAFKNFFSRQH
PKA-R1A act = activators of PKA-R1A holoenzyme, primary screen, biochemical, fluorescence polarization, Cy5-IP20, bovine R1A, mouse PKAc; cAMP-dependent protein kinase type I-alpha regulatory subunit (Bos taurus) + …; activation, % at 11.4 µM; AID 504707, 2011; PKA-R1A dissociation; scaled: DMSO 0%, 113 µM cGMP 100%; 0.083% of 340,000 active;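 active means percent activation above the mean of all tested compounds plus 3 SD, cut at about 19% in these data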;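 further: higher means more PKAc released from R1A so a rise in polarization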
HTR5A inv ctr = HTR5A inverse agonists in luminescence cell assay, primary screen, counter-screen for OPRM1-OPRD1 heterodimer inverse agonist project, full-deck HTS; AID 504634, 2011; 5-hydroxytryptamine receptor 5A (Homo sapiens), P47898; inhibition, % at 9.3 µM; 0.083% of 340,000 active; HTR5A cell line, inverse agonism; in the data active means inhibition mostly above about 23%, no sharp cut-off; inactive means mostly below about 18%;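 further: 0% = cells with DMSO and 100% = no-cell wells with DMSO; some compounds called inactive have numbers as strong as hits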
* marks the source's active call; other numbers are inactive results; . = not tested or not shown.

SMILES	OPRM1-OPRD1 inv	Pemphigus Ab inh	PKA-R2B activ	DAGLB inh	V-ATPase pHluor	Arrestin-AP2 inh	MOR-DOR ag	HTR5A ag	PKA-R1A act	HTR5A inv ctr
Cc1ccc(CNS(=O)(=O)c2c(C)[nH]c(C)c2C(=O)N2CCCCC2)o1	17	.	5	1	2	-7	-3.2	1	5	-4
O=C(NCCOc1ccc(F)cc1)C1CCN(S(=O)(=O)c2ccccc2)CC1	-4	.	-12	-2	3	-5	0.8	0	3	7
Cc1ccc(C(=O)OCC(=O)Nc2sc3c(c2C#N)CCC3)cc1	-11	95	-1	2	0	0	2.1	5	3	-6
Cc1ccc(S(=O)(=O)N2CCCC2CNC(=O)C(=O)NCc2ccccn2)cc1 (stereo not drawn)	10	102	-8	0	0	-1	-1.5	4	-14	-12
CCOC(=O)c1ccc2ncc(C(=O)OCC)c(NCCN3CCOCC3)c2c1	11	92	10	-4	-3	-6	-2.2	2	-6	-6
O=C1CC(c2ccccc2)n2ncnc2N1 (stereo not drawn)	6	98	7	-1	6	10	-1.3	2	3	-5
COc1ccc(C2CC(=O)Oc3cc4c(cc32)OCO4)cc1 (stereo not drawn)	9	100	-4	-2	1	6	-1.8	-4	-3	14
CCSc1nnc(NC(=O)c2cc(OC)c(OC)c(OC)c2)s1	16	96	-4	-2	0	-1	-3.0	4	-6	5
CCC(OC(=O)c1nsc(Cl)c1Cl)C(=O)NCCOC (stereo not drawn)	6	106	2	0	0	-13	-1.1	-2	-4	-19
Cc1ccc(F)cc1NCC(=O)Nc1ccc(Cl)cc1F	-14	103	4	-2	-1	22	3.1	0	1	-18
Cc1cc(C(=O)N2CCCC(Nc3ccc(C)c(C)c3)C2)nc(C)n1 (stereo not drawn)	.	96	-3	3	.	.	.	.	4	.
CC(C)CCNC(=O)C1CCN(C(=O)N(C)C)CC1	4	86	-5	3	4	12	-0.6	-6	0	15
CC(C)CCn1c(N)c(S(=O)(=O)c2cccs2)c2nc3ccccc3nc21	-13	98	5	-2	5	-4	2.3	3	1	-1
COc1ccccc1N1CCN(C(=O)c2cc(S(=O)(=O)N3CCOCC3)ccc2C)CC1	8	96	-1	-2	0	-1	-1.3	-4	19*	-8
CCN(Cc1ccccc1)C(=O)Cn1c(=O)n(CC(=O)N2CCCCC2)c(=O)c2sccc21	4	91	-4	0	0	-5	-0.9	2	-9	0
CC(C)Oc1ccc(C(=O)OCC(=O)c2ccc[nH]2)cc1	-9	108	-1	-1	-1	-1	2.2	-5	-1	13
Cc1cccc2c(=O)c(C(=O)NCc3ccc(F)cc3)c[nH]c12	7	104	-2	0	-1	5	-1.5	-1	-7	2
Cc1cc(/C=N/n2cnnc2)c(C)n1-c1cccc(Cl)c1	10	129	-3	3	-1	-8	-2.3	3	-6	23
O=C(CO)N/N=C/c1cccc(Cl)c1Cl	12	93	-1	-2	2	8	-1.8	3	-2	6
C=CCNc1ncnc2ccccc12	12	105	1	0	5	-3	-2.1	-3	3	-30
CN1C[C@@H]2[C@@H]3C(=O)N(Cc4ccccc4)C(=O)[C@@H]3[C@](C)(C1=O)N2C(=O)c1ccccc1	10	99	-8	0	5	2	-1.7	2	10	-6
O=C(CN1CCN(S(=O)(=O)c2ccc(Cl)cc2)CC1)N1CCCC1	-1	99	-5	1	2	9	0.2	5	-3	-13
COc1ccc(/C=C/C(=O)OCC(=O)NCCC2=CCCCC2)cc1	-21	101	9	-16	0	5	4.2	2	-4	-12
COC(=O)c1cc(OC)c(OC)cc1NC(=O)CCNC(=O)c1ccco1	1	.	-6	0	1	14	-0.2	-2	2	5
CC(=O)Nc1ccc(NC(=O)CSc2nnc(C3CC3)n2C)cc1	5	99	11	-1	0	4	-0.9	0	-6	-1
CC(=O)Nc1ccc(S(=O)(=O)N(Cc2cc3ccc(C)cc3[nH]c2=O)CC2CCCO2)cc1 (stereo not drawn)	-5	.	-1	2	-4	5	0.9	1	-8	-5
COc1ccc(N(CC(=O)NCCSc2ccccn2)S(C)(=O)=O)cc1Cl	1	96	-1	0	-3	-10	-0.2	0	-12	6
CCc1nc2scc(-c3cccs3)c2c(=O)o1	2	96	0	0	2	-4	-0.4	5	-10	12
CC(=O)N1CCN(c2cc(N3CCCC3)c(F)cc2[N+](=O)[O-])CC1	7	121	-6	2	-4	19	-1.5	0	-2	1
Cc1ccc(-c2nc3ccccc3nc2-c2ccccc2)cc1	-30	101	6	-12	0	-5	6.4	4	2	-13
Cc1nn2c(=O)cc(COC(=O)c3ccc(S(=O)(=O)N4CCCCC4)cc3)nc2s1	5	98	6	1	4	13	-1.0	8	-5	-21
COc1ccc(CC(=O)OCC(=O)NCc2ccco2)cc1OC	3	103	-8	-1	0	-12	-0.4	-2	-5	-13
COc1cc(/C=C/C(=O)O)cc(S(=O)(=O)NC2CCCC2)c1OC	12	96	-4	0	-4	-2	-2.3	5	0	-6
COc1ccc(C(=O)Nc2ccc(C(=O)Nc3nccs3)cc2)cc1[N+](=O)[O-]	7	93	10	-2	-1	4	-1.2	-1	-2	4
COc1cc(CN2CCCC(N3CCN(c4ccccc4C)CC3)C2)ccc1O (stereo not drawn)	-12	110	-3	-3	-3	36	2.5	1	1	-4
COc1ccc(NC(=O)c2cc(S(=O)(=O)N(C)C)ccc2N2CCCC2)cc1Cl	1	101	-6	2	-2	1	-0.2	-1	-4	12
CCOC(=O)c1cc(-c2cc3ccccc3o2)nc2c1c(=O)[nH]c(=O)n2CCOC	15	104	-5	3	-15	3	-3.5	1	2	23
CCC(C)Nc1nc(OC)nc(N(C)C#N)n1 (stereo not drawn)	2	108	3	3	10	2	-0.5	0	-2	-1
CCOC(=O)CNC(=O)C(Cc1ccccc1)NC(=O)OCc1ccccc1 (stereo not drawn)	-2	102	-12	-1	7	12	0.3	0	-12	16
O=C(C1Cc2ccccc2CN1S(=O)(=O)c1cccs1)N1CCCCC1 (stereo not drawn)	8	106	3	-1	-1	-6	-1.8	-5	-4	12
Oc1ccc(-c2c(C3=CCCCC3)sc3ccccc23)cc1	-5	94	-5	-2	-5	-4	0.8	2	-2	-5
CCOC(=O)[C@H]1[C@H]2COc3ccc(Cl)cc3[C@@H]2N2C(=O)c3ccc(Cl)cc3NC(=O)[C@@]12C	8	95	5	-2	7	29	-1.8	7	5	8
OCCOCCn1c(-c2ccccc2)nc(=S)c2c1CCCC2	9	99	5	0	4	2	-1.6	3	-8	-9
CCOC(=O)N/N=C/c1ccc(N(CC)CC)cc1O	-2	99	-14	5	0	-1	0.3	0	23*	-10
CC1CC(C)CN(C(=O)COC(=O)CNS(=O)(=O)/C=C/c2ccccc2)C1 (stereo not drawn)	0	111	-16	0	0	-2	0.0	4	8	-7
Cc1ccc(/C=C/C(=O)OCC(=O)NCc2ccc(Cl)cc2)o1	0	104	4	-2	-2	-8	0.0	-1	2	5
CCN(C(=O)COC(=O)c1ccc(O)cc1O)c1c(N)n(Cc2ccccc2)c(=O)[nH]c1=O	4	110	-2	3	-4	-7	-1.0	-7	-5	17
COC(=O)c1c(C)[nH]c(C(=O)CSc2nnnn2-c2ccccc2)c1C	16	106	-6	-4	1	-1	-2.8	1	-3	-3
COc1cccc2c1C(=O)c1c(O)c3c(c(O)c1C2=O)C[C@@](O)(C(C)=O)C[C@@H]3O[C@H]1C[C@H](N)[C@H](O)[C@H](C)O1	-12	106	10	-18	-1	26	2.3	1	-11	-3
Cc1ccc(N(CC(=O)NC2CCCC2)C(=O)Cn2nnc(-c3ccccc3F)n2)cc1	-22	102	17	-4	-2	33	2.7	-1	11	-1

The list continues:
SMILES	OPRM1-OPRD1 inv	Pemphigus Ab inh	PKA-R2B activ	DAGLB inh	V-ATPase pHluor	Arrestin-AP2 inh	MOR-DOR ag	HTR5A ag	PKA-R1A act	HTR5A inv ctr
O=C(O)c1cccc(-n2c(/C=C/c3ccc([N+](=O)[O-])cc3)nc3ccccc3c2=O)c1	-13	100	0	3	-3	32	2.9	5	2	-18
O=C(O)c1ccc(COc2ccc3ccccc3c2)o1	10	98	-5	1	-2	-9	-1.8	-5	0	14
Cc1ccc(S(=O)(=O)N2CCOCC2)cc1NC(=O)CN(C)CC(=O)Nc1cccc(F)c1	.	98	7	-3	1	.	.	.	4	.
O=C(CN(C1CCCCC1)S(=O)(=O)c1ccc(F)cc1)NC1CC1	10	101	-10	-2	-2	3	-1.8	1	-1	-17
COc1ccc(NC(=S)N2CCN(C(=O)C3CCCO3)CC2)cc1 (stereo not drawn)	16	101	-3	-2	3	4	-2.9	1	11	-6
COc1ccc(C2CC(=O)Oc3c(C(CCN4CCN(c5ccccc5)CC4)c4ccc(N(C)C)cc4)c(OC)cc(OC)c32)cc1 (stereo not drawn)	18	106	-8	1	-3	2	-4.0	-8	2	20
Cc1ccc(NC(=O)C2CCN(S(=O)(=O)c3ccc4c(c3)CC(C)N4C(=O)C3CCC3)CC2)nc1 (stereo not drawn)	3	100	-8	-3	-2	-3	-0.6	8	-12	-16
COc1ccc(Cl)cc1C(=O)NNC(=S)NC(=O)c1ccc(F)c(F)c1	10	103	-2	-2	1	-2	-2.2	2	3	-9
N#Cc1ccc(C(=O)Nc2cccc3ncccc23)c(F)c1	-17	99	-2	1	0	12	2.4	8	2	0
O=C(NCCc1ccncc1)Nc1ccc(F)cc1	5	97	4	-4	2	4	-0.9	9	-2	-15
Cc1ccc(CN(C#N)c2nc(C)cc(C)n2)cc1	13	111	-8	-3	2	0	-2.1	0	5	0
COc1ccc(S(=O)(=O)N2CCN(Cc3ccccc3)CC2)cc1OC	-4	111	1	1	-2	17	0.8	1	-8	-25
O=C(Nc1ccc(Cl)cc1Cl)c1ccc(-c2ccccc2)cc1	-19	108	8	-1	-10	1	2.9	4	-5	14
CC(C)(C)C1=Nn2c(nnc2-c2ccccn2)SC1	7	101	-8	1	2	-3	-1.3	4	-8	8

An excerpt from above with just HTR5A ag:
mol	HTR5A ag
O=C(Nc1ccc(Cl)cc1Cl)c1ccc(-c2ccccc2)cc1	4
COc1ccc(S(=O)(=O)N2CCN(Cc3ccccc3)CC2)cc1OC	1
